# High-throughput results as filed in PubChem.
# TRHR enhancer: allosterically enhances the human TRH receptor; actives 0.66% (n = 360,000); P34981; TRHR cells, fluo-8 calcium fluorescence, EC20 TRH enhancement; enhancement, % at 2 µM; in the data active = enhancement above about 30%; also: 0% is about no effect
# Target sequence (P34981 whole entry, looked up): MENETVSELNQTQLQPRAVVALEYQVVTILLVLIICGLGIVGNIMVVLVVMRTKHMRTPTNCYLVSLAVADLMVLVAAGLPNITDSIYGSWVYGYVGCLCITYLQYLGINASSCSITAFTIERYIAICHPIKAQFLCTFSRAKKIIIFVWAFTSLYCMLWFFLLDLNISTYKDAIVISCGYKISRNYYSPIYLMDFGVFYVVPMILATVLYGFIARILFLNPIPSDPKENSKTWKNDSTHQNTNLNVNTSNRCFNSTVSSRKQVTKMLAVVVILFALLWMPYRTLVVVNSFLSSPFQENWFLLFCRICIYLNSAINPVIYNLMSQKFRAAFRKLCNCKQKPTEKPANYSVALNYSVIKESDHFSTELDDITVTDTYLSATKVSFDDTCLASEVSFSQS
#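 TRHR-expressing cells loaded with fluo-8 calcium dye were read kinetically (ex 480/em 530) during compound addition, then stimulated with an EC20 of TRH (10 nM final). Enhancement of the Gq-mediated intracellular calcium response was scored.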
# D2 ag: D2 dopamine receptor (human) agonism. P14416. HEK293 T-REx D2 cells, calcium flux agonist mode. actives 0.53% (n = 340,000). activation, % at 2 µM. AID 485358;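 active = activation over 3 SD above normal in the single-dose calcium agonist read, cut at about 30% in these data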; also: 0% is about no effect
#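 Agonism is scored from calcium flux in a force-coupled, inducible HEK293 cell line expressing D2, read kinetically for 180 s after compound addition against dopamine controls.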
# mIDH1 inhibitor: blocks human mutant IDH1 R132H enzyme; actives 0.093% (n = 390,000); O75874; IDH1-R132H enzyme, NADPH consumption, diaphorase/resazurin fluorescence; AID 602179; Potency, µM (highest dose often 76.6 µM), without a hit: at the highest dose activity change, negative = inhibition, hits mostly inhibitors; also: potency is read from the fitted curve at half-maximal effect; % is scaled to controls: 0 for no effect and ±100 for the full control effect; nearly all actives have a fitted effect of over 65% in size
# Target sequence (O75874 whole entry R132H, stated change not applied): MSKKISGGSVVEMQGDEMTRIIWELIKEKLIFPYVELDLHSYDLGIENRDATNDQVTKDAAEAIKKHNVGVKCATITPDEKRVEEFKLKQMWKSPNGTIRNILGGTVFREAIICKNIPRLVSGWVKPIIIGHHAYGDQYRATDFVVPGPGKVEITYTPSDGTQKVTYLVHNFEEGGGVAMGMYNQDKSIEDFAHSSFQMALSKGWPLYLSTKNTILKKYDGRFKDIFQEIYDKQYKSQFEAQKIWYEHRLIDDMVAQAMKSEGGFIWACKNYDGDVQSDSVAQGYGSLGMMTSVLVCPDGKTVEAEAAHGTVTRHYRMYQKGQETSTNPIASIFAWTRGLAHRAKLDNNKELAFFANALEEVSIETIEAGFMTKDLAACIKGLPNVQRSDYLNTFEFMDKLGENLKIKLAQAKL
#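 IDH1-R132H (0.5 ug/mL dispensed) in pH 7.5 Tris buffer was preincubated 30 min with compound, then given a substrate mix of 0.016 mM NADPH and 2 mM alpha-KG for 80 min at room temperature; remaining NADPH was read by diaphorase/resazurin fluorescence.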
# TrxR1 inh: rat TrxR1 inhibition; O89049; recombinant rTrxR1, NADPH fluorescence consumption, selenite substrate; Potency, µM (top dose mostly 114 µM), for inactives: at the highest dose activity change, negative = inhibition, hits mostly inhibitors; actives 1% (n = 390,000); also: potency is read from the fitted curve at half-maximal effect; % is scaled to controls: 0 for no effect and ±100 for the full control effect; nearly all actives have a fitted effect of over 65% in size
#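 Rat TrxR1 (90 nM in the dispensed reagent) was pre-reduced with 400 uM NADPH for 5 min at room temperature, then incubated with compound for 15 min. After 400 uM selenite was added, NADPH fluorescence (Ex 340/Em 450 nm) was followed for 8 min.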
# USP1-UAF1 inh: inhibitors of human USP1/UAF1 deubiquitinase; recombinant USP1/UAF1, Ub-Rhodamine cleavage fluorescence; O94782; AID 743255; Potency, µM (titrated, usually from 57.1 µM), for inactives: at the top dose activity change, negative = inhibition, most hits filed as inhibitors; actives 0.23% (n = 390,000); also: potency is read from the fitted curve at half-maximal effect; % is scaled to controls: 0 for no effect and ±100 for the full control effect; nearly all actives have a fitted effect of over 60% in size; inactives centre near -12
#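 USP1/UAF1 complex at 1 nM was preincubated with compound for 15 min at room temperature, then Ub-Rho substrate (150nM final) was added. Fluorescence (480/540 nm) was read kinetically, 6 reads every 60 seconds.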
# TrxR1 substrate: rat thioredoxin reductase 1 substrate activity. Potency, µM (series often up to 114 µM), for inactives: at the highest dose activity change, negative = substrate turnover. purified TrxR1 substrate turnover, NADPH consumption readout. actives 0.01% (n = 390,000). AID 588456; also: potency is read from the fitted curve at half-maximal effect; % is scaled to controls: 0 for no effect and ±100 for the full control effect; nearly all actives have a fitted effect of over 50% in size
#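 Rat TrxR1, dispensed at 90 nM, was prereduced with 400 uM NADPH (final) for 5 min at ~22 deg C, then incubated with compound 15 min before 400 uM selenite. A first-read NADPH fluorescence drop versus no-compound background flagged substrates.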
# TRHR ag: agonists of human TRH receptor | P34981 | TRHR cells, calcium flux fluo-8, FDSS agonist mode | activation, % at 2 µM | actives 0.18% (n = 360,000) | AID 493084; in the data active = activation above about 30%; also: 0% is about no effect
#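 TRHR-expressing cells loaded with fluo-8 calcium dye; 23 nL library compound pin-transferred, kinetic FDSS fluorescence (Ex 480/Em 530) recorded about 180 s for agonist-induced calcium release, before a 10 nM TRH EC20 addition for potentiator mode.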
# Pin1 inhibitor: blocks the human prolyl isomerase Pin1; Q13526; Pin1 FP peptide displacement, HiFluor488, 10 min; Potency, µM (top dose mostly 115 µM), inactives show top-dose activity, negative = inhibition, hits mostly inhibitors; actives 0.009% (n = 390,000); active = well fitted inhibition curve with a large enough effect in the polarisation, with a control signal flat, not every such curve was filed as active; inconclusive = small, poorly fitted or top-dose-only effect, or effect the other way, or a change in a side signal; inactive = no such curve, though single readings can be large or run the other way; the % refers to the polarisation; also: potency is read from the fitted curve at half-maximal effect; % is scaled to controls: 0 for no effect and ±100 for the full control effect
# Target sequence (Q13526 whole entry, looked up): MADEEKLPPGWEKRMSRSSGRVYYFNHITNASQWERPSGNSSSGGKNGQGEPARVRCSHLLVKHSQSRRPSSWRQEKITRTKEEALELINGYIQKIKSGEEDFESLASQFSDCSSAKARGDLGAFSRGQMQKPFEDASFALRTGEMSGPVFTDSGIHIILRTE
# D2 antagonist: antagonizes the human D2 dopamine receptor | P14416 | HEK293 TREx D2 cells, calcium flux, dopamine EC80 | inhibition, % at 10 µM | actives 2% (n = 340,000) | AID 485344; in the data active = inhibition above about 30%; also: 0% is about no effect
#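 Antagonism is scored as inhibition of an EC80 dopamine-evoked calcium signal in a force-coupled, tetracycline-inducible HEK293 T-REx D2 line, with compound present 180 s before agonist.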
# Active calls of the source: *; ? = inconclusive; . = not tested or not shown; & = joins results of further samples; [ ] = dose if it differs, or a comment. Unless noted, calls follow the shape of the dose curve; as a rule, active = well fitted inhibition curve with a large enough effect; inconclusive = small, poorly fitted or top-dose-only effect; inactive = no such curve, though single readings can be large or run the other way. An excerpt; the hit share may differ from the screen's.
# Each structure is followed by: TrxR1 inh	mIDH1 inhibitor	D2 antagonist	USP1-UAF1 inh	TrxR1 substrate	TRHR ag	Pin1 inhibitor	D2 ag	TRHR enhancer
(1) CC(=O)c1c(C)[nH]c(C(=O)NNC(=O)COc2cc(C)cc(C)c2)c1C
  2%	3%	.	-12%	3%	1.3	-8%	.	-5
(2) Cc1ccc(NC(=O)Cn2nc(C)c3ccccc3c2=O)c(C)c1
  -24%	-6%	-35	3%	-14%	-0.3	2%	0.2	3
(3) COC(=O)c1ccc(C(=O)OC)c(NC(=O)CN(C)Cc2ccccc2)c1
  1%	1%	-1	-13%	0%	0.5	10%	1.9	31*
(4) CCc1ccc(S(=O)(=O)Nc2cccc(-c3ccc4nnc(C)n4n3)c2)s1
  -11%	1%	-2	-7%	-13%	-0.7	0%	-0.7	7
(5) CC(O)CNCc1ccc(Cl)cc1Cl (stereo unspecified)
  29%	8%	-10	-21%	8%	-0.4	-2%	-0.2	-1
(6) CC(=O)N1CCN(CC(=O)Nc2ccc3c(c2)CCC3)CC1
  2%	-2%	-6	-14%	0%	-0.2	-2%	0.6	5
(7) O=C(Nc1ccccc1)C1=C[C@H](C2CCCCC2)C[C@H](OCc2ccc(CO)cc2)O1
  19%	0%	1	-31%	2%	0.0	16%	-0.4	12
(8) COc1ccc(CNC(=O)CCC(=O)Nc2ccc(Cl)cc2)cc1
  25%	17%	11	-16%	1%	-1.2	2%	-0.6	0
(9) O=C(Cn1cnc2ccccc2c1=O)c1ccc(Cl)cc1
  20%	1%	7	-21%	2%	-1.1	0%	-0.7	-7
(10) CC1CCCN(S(=O)(=O)c2cccc(-c3cn4cccnc4n3)c2)C1 (stereo unspecified)
  -21%	-1%	.	-22%	363%[activator]	-0.4	-5%	.	12
(11) C/C(=N/NC(=O)NC12CC3CC(CC(C3)C1)C2)c1ccccc1
  21%	0%	6	-14%	4%	0.3	1%	2.9	0
(12) CC(C)NC(=S)NC(=O)c1ccc(Cl)cc1Cl
  -15%	7%	14	-14%	-9%	0.3	-1%	1.5	-1
(13) COc1ccccc1CNCC(=O)Nc1cc(S(=O)(=O)N2CCCCCC2)ccc1Cl
  12%	7%	85*	-16%	1%	0.7	0%	-0.1	5
(14) O=C(CSc1nnc(Cc2cccs2)n1-c1ccccc1)NCc1ccc2c(c1)OCO2
  -12%	2%	-10	-14%	-5%	-1.0	4%	-0.6	0
(15) COCCn1c(=O)c2c(nc3n2CCCN3Cc2ccccc2)n(C)c1=O
  -19%[11.4 µM]	9%	6	-14%	-2%[11.4 µM]	-0.6	-13%	-0.3	-3
(16) CCn1c(SCC(=O)NCc2ccc3c(c2)OCO3)nnc1-c1ccco1
  -29%	-6%	-12	-8%	-7%	-0.6	5%	-0.1	4
(17) CC(=O)Nc1ccc(/C=C(\C#N)S(=O)(=O)c2ccc(C)cc2)cc1
  -6%[2.29 µM]	-19%	.	-8%	-6%[2.29 µM]	.	9%	.	.
(18) CCC(=O)n1nc(-c2ccc(OC)cc2)nc1N
  -4%	0%	-12	-24%	-4%	-0.6	3%	0.3	-1
(19) COc1cccc(C(=O)N(c2ccccc2)C2C=CS(=O)(=O)C2)c1 (stereo unspecified)
  4%	7%	0	5%	-6%	2.0	-3%	0.0	5
(20) O=C(Cc1cccc(NC(=O)C2CCCN(C(=O)C3CCC3)C2)c1)Nc1cccc(C(=O)N2CCOCC2)c1 (stereo unspecified)
  17%	-5%	.	-21%	1%	.	9%	.	.
(21) COc1ccc(Cl)cc1-c1nc(-c2ccncc2)no1
  10%[57.1 µM]	2%	16	0%	12%[57.1 µM]	-0.6	16%	0.2	-14
(22) CCCCN(C)CCNC(=O)Cn1ncc2c3ccccc3n(CCC)c2c1=O
  -10%	-1%	.	-16%	6%	0.3	-2%	2.6	31*
(23) CSCC[C@H](NC(=O)N1CCn2c1nc1ccccc12)C(=O)N[C@@H](C(=O)O)c1ccccc1
  11%	-12%	5	0%	2%	0.8	-2%	1.0	-3
(24) COc1ccc(NC(=O)CSCC(=O)Nc2ccc(S(=O)(=O)N3CCCC3)cc2)cc1
  -3%	4%	.	-11%	-2%	-0.2	1%	.	0
(25) COc1cccc(C(=O)Nc2nc3c(s2)CN(C)CC3)c1
  18%[57.1 µM]	-2%	-32	-4%	12%[57.1 µM]	-0.3	11%	0.5	24
(26) COc1ccc(CCNC(=O)CSc2nc3[nH]c(=O)cc(O)c3s2)cc1
  8%	-9%	44*	-17%	-4%	-0.2	0%	-0.1	-6
(27) CCC(=O)NC(=S)Nc1ccc2oc(-c3ccc(OC)cc3)nc2c1
  10%	-5%	9	-7%	-1%	0.7	0%	0.2	0
(28) COc1ccccc1/C=C/C(=O)Nc1nc2n(n1)C(c1ccc(F)cc1)C=C(c1ccccc1)N2 (stereo unspecified)
  8%	0%	.	-22%	-5%	-0.4	-1%	-1.1	-4
(29) COc1ccccc1OCCCOc1ccc(C)cc1Br
  -2%	4%	-10	-22%	-7%	-0.2	3%	-1.7	-2
(30) Cc1ccccc1C(=O)N1CCC(C(=O)O)CC1
  11%[57.1 µM]	0%	-9	-21%	7%[57.1 µM]	0.2	-4%	0.8	0
(31) CC(C)(C)C1(C)OC(=O)C(=Cc2ccc(OCC(=O)Nc3ccccc3)cc2)C(=O)O1 (stereo unspecified)
  ?	4%	0	-15%	2%	-0.2	-13%	0.0	-2
(32) Cc1c(NC(=O)c2cccc(NC(=O)COc3ccccc3)c2)c(=O)n(-c2ccccc2)n1C
  6%	-1%	0	-12%	1%	0.9	7%	0.5	1
(33) Cc1ccc2c(c1)N(C(=O)CCC(=O)NCc1cccnc1)CC(C)O2 (stereo unspecified)
  15%[57.1 µM]	8%	12	-10%	-2%[57.1 µM]	-0.4	0%	-0.4	-4
(34) COc1ccc(C(C(=O)NC2CCCC2)N(C(=O)c2ccoc2C)c2ccc(C)cc2)cc1 (stereo unspecified)
  15%	4%	50*	-14%	-3%	0.0	1%	-0.6	-10
(35) CCOC(=O)c1cn(Cc2ccc(Cl)cc2Cl)c2cc(C)nn2c1=O
  4%[57.1 µM]	6%	-13	-15%	18%[57.1 µM]	-0.4	-1%	-0.8	-7
(36) CCCC(=O)Nc1ccc(C(=O)N/N=C/c2cccnc2)cc1
  0%	-1%	20	-14%	1%	1.3	-2%	-0.2	5
(37) Cc1ccc(NC(=O)NNC(=O)c2ccc3c(c2)NC(=O)C(C)(C)O3)cc1
  16%[0.0914 µM]	6%	5	-20%	5%	0.3	-5%	0.1	-1
(38) CCn1c(O)c(C=Nc2ccccc2)n(-c2ccccc2)c1=S
  -6%	5%	2	-7%	-7%	-0.5	0%	-0.2	3
(39) COc1ccc(CCNc2c(C=O)c(=O)[nH]c3ccccc23)cc1OC
  17%	6%	-16	-7%	-8%	0.4	-1%	0.5	1
(40) COc1cccc(NC(=O)CN2C(=O)COc3ccc(S(=O)(=O)N4CCOCC4)cc32)c1
  13%&16%	3%&-8%	-2	-20%&-5%	4%&7%	-0.2&-0.1	-1%&-5%	7.1&-1.8	-9&-1
(41) CC(=NNC(=O)COc1cccc(C)c1)c1cccnc1
  1%	6%	.	-15%	0%	.	0%	.	.
(42) Cc1ccc(C(=O)Nc2ccon2)cc1S(=O)(=O)N1CCCC1
  3%	8%	11	-9%	-3%	-0.7	-2%	10	-11
(43) CC(Oc1cccc(Cl)c1)C(=O)Nc1ccc(S(=O)(=O)NC2=NCCCCC2)cc1 (stereo unspecified)
  -9%	1%	-5	-2%	-13%	1.2	2%	-0.9	7
(44) O=c1c(-c2c(O)cc(O)c3c2O[C@H](c2ccc(O)cc2)CC3)c(-c2ccc(O)cc2)oc2cc(O)cc(O)c12
  8%	-22%	.	-27%	1%	.	?	.	.
(45) Cc1cccc(OCc2nnc(SCC(=O)N3CCN(C(=O)c4ccco4)CC3)n2C)c1C
  -11%	10%	-11	5%	8%	-1.3	-1%	-0.6	-6
(46) CC1=CCC2C(=O)N(c3ccc(C(=O)N4CCCCCC4)cc3)C(=O)C2C1 (stereo unspecified)
  11%[57.1 µM]	-4%	22	-16%	8%[57.1 µM]	0.8	-3%	1.7	-19
(47) CCN(CC(=O)Nc1ccc(NC(C)=O)cc1)Cc1c(O)ccc2cc(Br)ccc12
  6.3µM*	2%	-6	-20%	0%[57.1 µM]	0.4	-19%	0.5	-2
(48) O=C(O)c1ccccc1NCCO
  23%[57.1 µM]	1%	5	-14%	47%[activator][57.1 µM]	0.5	-1%	0.1	5
(49) COC/C=C/C1=CC2=CC(=O)C(C)(OC(=O)c3cnc4ccccc4n3)C(=O)C2=CN1CC1CC1 (stereo unspecified)
  -27%	4%	.	?	-1%	.	?	.	.
(50) NNC(=O)c1nnn(-c2nonc2N)c1CN1CCc2ccccc2C1
  -1%[57.1 µM]	-12%	1	-15%	-1%[57.1 µM]	1.2	-1%	2.1	-6
(51) CC(=O)COc1ccccc1OC(=O)c1ccco1
  11%[57.1 µM]	5%	-9	-7%	7%[57.1 µM]	0.2	-4%	-0.6	8
(52) N#Cc1ccc(-n2nnc3ccccc3c2=O)c([N+](=O)[O-])c1
  11%[11.4 µM]	2%	.	2%	6%[11.4 µM]	.	-2%	.	.
(53) COC(=O)c1c(NC(=O)c2nc(SC)ncc2Cl)sc2c1CCCC2
  36%[activator]	-11%	.	-2%	7%	0.1	-5%	2.1	-2
(54) CON(C)S(=O)(=O)c1cccc(C(=O)N(CC(=O)Nc2ccccc2C(F)(F)F)Cc2ccco2)c1
  13%	-2%	.	-21%	2%	.	1%	.	.
(55) Cc1cc(SCC(=O)OCC(=O)N(CCC#N)c2ccccc2)nc2ccccc12
  10%	3%	-9	-20%	3%	0.0	0%	-0.8	-8
(56) C[C@H]1CCC(=O)N([C@H](CN=[N+]=[N-])Cc2ccccc2)CC1
  16%&14%	3%	12	-14%	0%&7%	-0.3	-2%	-2.1	-5
(57) CC1CCN(C(=S)NC(=O)c2ccc(F)cc2)CC1
  2%	6%	.	-4%	1%	.	-10%	.	.
